p53 reactivation – qHTS assay for re-activators of p53 using a Luc reporter; Potency, µM (highest dose often 92.2 µM), inactives show at the highest dose activity change, positive = activation, actives largely listed as activators; 320,000 tested, 0.063% active; H1299 p53-A138V BP100-luciferase reporter, luminescence, 24 h; also: potency is read from the fitted curve at half-maximal effect; % of control where 0% means no effect; nearly all actives have a fitted effect of over 45% in size
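H1299 (p53-null), stable ts p53-A138V + BP100-Luc; 1000 cells/well, Opti-MEM/10% FBS; cpd 4 pt, 1:5; 24 h, 37 deg C, 5% CO2; detection reagent 10 min RT; luminescence.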
CXXC DNA block – qHTS Fluorescence Polarization Assay for Inhibitors of MLL CXXC domain - DNA interaction; MLL-CXXC / FITC-HOXA9 DNA fluorescence polarization; 290,000 tested, 0.037% active; Potency, µM (titrated, usually from 115 µM), for inactives: top-dose activity change, negative = inhibition, hits mostly inhibitors; AID 2662, 2010; active = well fitted inhibition curve with a large enough effect in the polarisation, with a control signal flat, not every such curve was filed as active; inconclusive = small, poorly fitted or top-dose-only effect, or effect the other way, or a change in a side signal; inactive = no such curve, though single readings can be large or run the other way; the % refers to the polarisation; also: potency is read from the fitted curve at half-maximal effect
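Fluorescence polarization: 7 uM MLL-CXXC (stock) preincubated 5 min with compounds, then 50 nM fluorescein-HOX-A9 DNA (stock) added; 30 min ambient. Buffer 50 mM Tris-HCl pH 7.5, 50 mM NaCl, 1 mM DTT, 0.05% BSA.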
PTAP TSG101 blk – qHTS Assay for Iinhibitors of HIV-1 Budding by Blocking the Interaction of PTAP/TSG101 | Fluorescence polarization, FITC-PTAP peptide / Tsg101 binding | Potency, µM (top dose mostly 115 µM), without a hit: at the highest dose activity change, negative = inhibition, hits mostly inhibitors | Tumor susceptibility gene 101 protein (Homo sapiens), Q99816 | 340,000 tested, under 10 active; active = well fitted inhibition curve with a large enough effect in the main read-out, with a control signal flat, not every such curve was filed as active; inconclusive = small, poorly fitted or top-dose-only effect, or effect the other way, or a change in a side signal; inactive = no such curve, though single readings can be large or run the other way; also: potency is read from the fitted curve at half-maximal effect; % of control where 0% means no effect
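FP read-out: FITC-PTAP peptide, 50 nM final, binding Tsg101 binding domain, 10 uM final; 20 min, r.t.; 10 mM HEPES pH 7.5, 0.15 M NaCl, 0.01% Tween 20, 3 mM EDTA, 0.1 mM TCEP.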
a7 integrin act – qHTS for Activators of Integrin-Mediated Alleviation for Muscular Dystrophy. 350,000 tested, 0.064% active. Potency, µM (doses to about 38.3 µM), inactives show at the highest dose activation, most hits filed as activators. AID 624291, 2012. alpha7betagal myoblasts, beta-gal FDG fluorescence, 48 h;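 also: potency is read from the fitted curve at half-maximal effect; 100% = response of the positive control SU9516; nearly all actives have a fitted effect of over 60% in size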
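Alpha7betagal+/- myoblasts (passage 13) were plated 16-24 hr, then exposed to compounds (1:260 dilution of DMSO stock) for 48 hours at 37C. After MPER lysis, β-galactosidase reporter activity was read as FDG fluorescence (ex 480/em 540) after 30 minutes.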
A-T KAP1 phos – qHTS Assay for Identifying a Potential Treatment of Ataxia-Telangiectasia; […] A-T fibroblasts, KAP-1 phosphorylation AlphaLISA; neocarzinostatin DNA damage 30 min before lysis; Potency, µM (top dose mostly 57.5 µM), without a hit: at the highest dose activation, most hits filed as activators; 320,000 tested, 0.19% active; AID 485349, 2010; also: potency is read from the fitted curve at half-maximal effect; % of control where 0% means no effect; nearly all actives have a fitted effect of over 45% in size
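hTERT-immortalized A-T patient fibroblasts ([…]), 500 cells/well in OPTI-MEM, 1% FBS, got compounds for 60 min, then NCS for 30 min at 37C. Lysates were then assayed for phospho-KAP-1 by AlphaLISA (anti-pKAP1 donor, anti-KAP1 acceptor beads), 6 hr at 25C.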
TRPV1 agonist – HTS Assay for Compounds that Act as Agonists of the Vanilloid Receptor 1; activation, % at 8.33 µM; AID 540275, 2011; 320,000 tested, 0.19% active; Transient receptor potential cation channel subfamily V member 1 (Homo sapiens), Q8NER1; TRPV1-expressing cells, Fluo-8 calcium influx, agonist mode; in the data active = activation above about 80%; inconclusive = between about 30% and that limit; also: 0% is about no effect
Target sequence (Q8NER1 whole entry, looked up): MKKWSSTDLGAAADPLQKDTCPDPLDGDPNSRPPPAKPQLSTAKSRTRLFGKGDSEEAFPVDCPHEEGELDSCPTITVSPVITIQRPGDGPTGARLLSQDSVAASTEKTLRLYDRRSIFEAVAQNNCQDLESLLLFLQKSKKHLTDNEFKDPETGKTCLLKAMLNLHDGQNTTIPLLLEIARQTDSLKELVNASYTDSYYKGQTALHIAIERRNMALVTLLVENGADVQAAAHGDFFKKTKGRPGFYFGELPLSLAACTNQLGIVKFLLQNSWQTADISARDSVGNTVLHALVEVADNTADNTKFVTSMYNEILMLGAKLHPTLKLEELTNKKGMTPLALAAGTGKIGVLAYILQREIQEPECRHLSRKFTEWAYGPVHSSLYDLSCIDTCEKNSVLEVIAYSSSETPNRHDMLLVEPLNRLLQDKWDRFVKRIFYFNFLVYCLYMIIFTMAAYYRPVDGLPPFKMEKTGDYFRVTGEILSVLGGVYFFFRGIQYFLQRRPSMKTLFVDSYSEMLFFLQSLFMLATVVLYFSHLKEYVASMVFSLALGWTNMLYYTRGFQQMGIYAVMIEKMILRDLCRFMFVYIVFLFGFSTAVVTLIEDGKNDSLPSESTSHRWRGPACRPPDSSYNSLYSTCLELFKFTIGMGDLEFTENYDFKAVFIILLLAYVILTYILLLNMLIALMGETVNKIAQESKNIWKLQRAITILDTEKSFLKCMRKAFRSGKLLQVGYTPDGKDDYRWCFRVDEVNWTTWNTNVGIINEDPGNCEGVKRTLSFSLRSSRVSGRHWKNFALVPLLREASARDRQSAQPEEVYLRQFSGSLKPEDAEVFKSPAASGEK
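Fluo-8 calcium influx in TRPV1-expressing cells, kinetic read (ex 480/em 520 nm). Compound added and read 3 min for agonist activity, followed by capsaicin at EC20 final and 2 min further read for enhancement.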
ELG1 repair inh – qHTS screen for small molecules that inhibit ELG1-dependent DNA repair in human embryonic kidney (HEK293T) cells expressing luciferase-tagged ELG1; Potency, µM (titrated, usually from 46.1 µM), for the others: at the highest dose activity change, negative = inhibition, hits mostly inhibitors; 330,000 tested, 2.3% active; HEK293T ELG1-luciferase reporter, luminescence, 16 h; DNA damage induced by 5-fluorouridine; AID 504467, 2011; also: potency is read from the fitted curve at half-maximal effect; % is scaled to controls: 0 for no effect and ±100 for the full control effect; nearly all actives have a fitted effect of over 55% in size
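5-Fluorouridine DNA damage + compound/DMSO, 2,000 cells/well, 16 h, 37 °C/5% CO2. ONE-Glo, 30 min RT, luminescence. Readout = decrease in reporter signal.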
TCR activator – Activators of T cell receptors: qHTS campaign; primary human leukocytes, anti-CD3, IL-2 HTRF, 48 h; Potency, µM (series often up to 9.22 µM), for the others: top-dose activation of IL-2 secretion, usual class: activators; 330,000 tested, under 10 active; AID 504894, 2011; also: % of control where 0% means no effect
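Readout: HTRF IL-2, Eu-cryptate/d2 antibody pair, 320nm excitation, 665nm emission. Stimulus: a-CD3 beads, no co-stimulation. Cells: primary human leukocytes. Exposure: 48 hr with compound.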
B2AR arrestin – qHTS assay of beta-arrestin-biased ligands of beta2-adrenergic receptor | AID 492947, 2010 | Beta-2 adrenergic receptor (Homo sapiens), P07550 | 330,000 tested, 0.02% active | Potency, µM (top dose mostly 46.1 µM), for the others: top-dose activation, usual class: activators | beta-arrestin recruitment to beta2AR, cell-based reporter;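 also: potency is read from the fitted curve at half-maximal effect; 0% = DMSO controls and full agonism = EC100 isoproterenol or metaproterenol; nearly all actives have a fitted effect of over 65% in size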
BRCA1 expr up – qHTS Assay to Identify Small Molecule Activators of BRCA1 Expression. MCF7-BRCA1-FFLuc reporter, luminescence, 48 h; response scale: scaled: vehicle 0%, 10 µM genistein 100%. Potency, µM (doses to about 46.1 µM), without a hit: top-dose activation, usual class: activators. 380,000 tested, 1.1% active. AID 624202, 2012; also: potency is read from the fitted curve at half-maximal effect; nearly all actives have a fitted effect of over 80% in size; some results filed as inactive show a strong effect at the top dose
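First, MCF7-BRCA1-FFLuc cells (2000/well) attach for 2 h; next, compounds are pin-added and incubated 48 h at 37 °C; finally, luciferase reagent is added and luminescence read after 15 min.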
Active calls of the source: *; [ ] = remark or other dose. Unless noted, calls follow the shape of the dose curve; as a rule, active = well fitted curve in the direction sought with a large enough effect; inconclusive = small, poorly fitted or top-dose-only effect, or another doubt; inactive = no such curve, though single readings can be large; an effect the other way counts as inactive or inconclusive. Outcome played no part in choosing rows; about 3.8% have a hit in one of these screens.

`COc1cccc(-c2nc(C(=O)NCCCN3CCOCC3)cc3c2[nH]c2ccccc23)c1` gave CXXC DNA block inconclusive, PTAP TSG101 blk 0%, a7 integrin act -30%, A-T KAP1 phos 2%, TRPV1 agonist 18, ELG1 repair inh inconclusive, TCR activator -2%, B2AR arrestin 0.0% and BRCA1 expr up -5%.
`COC(=O)NCN1C(=O)C2C3C=CC(C3)C2C1=O` (configuration not stated) gave p53 reactivation -4%, CXXC DNA block 2%, PTAP TSG101 blk -1%, a7 integrin act 3%, A-T KAP1 phos -2%, TRPV1 agonist 6, ELG1 repair inh inconclusive, TCR activator -14%, B2AR arrestin -0.1% and BRCA1 expr up -4%.
`CCOC(=O)N1CCN(C(=O)CNC(=O)c2ccccc2F)CC1` gave p53 reactivation inconclusive, PTAP TSG101 blk -3%, a7 integrin act -2%, A-T KAP1 phos 16%, ELG1 repair inh inconclusive, TCR activator 7%[46.1 µM], B2AR arrestin -0.4% and BRCA1 expr up 46%.
Screening COc1ccc(C2=NOC(C(=O)NCc3ccccn3)C2)cc1 (configuration not stated) returned p53 reactivation 3%, CXXC DNA block 1%, PTAP TSG101 blk -5%, a7 integrin act -7%, A-T KAP1 phos 0%, TRPV1 agonist 3, ELG1 repair inh 9%, B2AR arrestin 0.4% and BRCA1 expr up 3%.
CC(C)Cn1cnc2c(SCc3ccccn3)nc(N)nc21 was read as PTAP TSG101 blk -4%, a7 integrin act -4%, TCR activator 3% and BRCA1 expr up 15%.
Screening O=C(O)/C=C/C(=O)Nc1cccc(C(F)(F)F)c1 returned p53 reactivation -14%, CXXC DNA block 17%, PTAP TSG101 blk -4%, a7 integrin act 0%, A-T KAP1 phos 4%, TRPV1 agonist -4, ELG1 repair inh 5%, TCR activator 1%, B2AR arrestin -0.2% and BRCA1 expr up 12%.
Cc1ccccc1OCC(=O)N/N=C/C=C/c1ccccc1 was read as p53 reactivation 1%, CXXC DNA block -1%, PTAP TSG101 blk -10%, a7 integrin act 11%, A-T KAP1 phos -1%, TRPV1 agonist 1, ELG1 repair inh 4%, TCR activator 6%, B2AR arrestin -0.2% and BRCA1 expr up 12%.
COc1ccc(-c2ccc(S(=O)(=O)N3CCCC3)cc2)cc1 was read as p53 reactivation 21%, CXXC DNA block 21%, PTAP TSG101 blk -1%, a7 integrin act 0%, A-T KAP1 phos -6%, TRPV1 agonist 13, ELG1 repair inh inconclusive, TCR activator -3%, B2AR arrestin 0.4% and BRCA1 expr up -13%.
For O=[N+]([O-])c1nn(-c2ccc3c(c2)OCCO3)n(O)c1=NC1CCCCC1 the results were p53 reactivation inconclusive, CXXC DNA block 3%, PTAP TSG101 blk -4%, a7 integrin act -29%, A-T KAP1 phos 0%, TRPV1 agonist 20, ELG1 repair inh inconclusive, TCR activator 2%, B2AR arrestin -0.2% and BRCA1 expr up 10%.
For CN1CCN(C(=O)c2c(O)c3cccc4c3n(c2=O)CCC4)CC1 the results were p53 reactivation 5%, CXXC DNA block -14%, PTAP TSG101 blk 0%, a7 integrin act 17%, A-T KAP1 phos 33%, TRPV1 agonist 1, ELG1 repair inh 6%, TCR activator -5%, B2AR arrestin 0.0% and BRCA1 expr up 0%.
Screening Cc1ccccc1-n1ncc2c1CC(C)(C)CC2NC(=O)CCCN1CCCC1=O (configuration not stated) returned p53 reactivation -4%, CXXC DNA block -4%, PTAP TSG101 blk 0%, a7 integrin act -1%, A-T KAP1 phos 22%, TRPV1 agonist -2, ELG1 repair inh -1%, TCR activator 0%, B2AR arrestin 0.0% and BRCA1 expr up -6%.
Cc1ccc(NC(=S)NC(NC(=O)Cc2cccc3ccccc23)C(Cl)(Cl)Cl)cc1 (configuration not stated) was read as p53 reactivation -13%, CXXC DNA block 7%, PTAP TSG101 blk 0%, a7 integrin act 4%, TRPV1 agonist 3, ELG1 repair inh inconclusive, TCR activator 1%, B2AR arrestin 0.2% and BRCA1 expr up -17%.
Screening Cc1cc(=O)oc2n[nH]c(-c3ccccc3)c12 returned p53 reactivation 1%, CXXC DNA block 1%, PTAP TSG101 blk -2%, a7 integrin act -19%, A-T KAP1 phos 1%, TRPV1 agonist 0, ELG1 repair inh inconclusive, TCR activator 2%, B2AR arrestin -0.7% and BRCA1 expr up -23%.
`CC(C)c1ccc(/C=C2\SC(N3CCOCC3)=NC2=O)cc1` gave p53 reactivation 13%, CXXC DNA block 5%, PTAP TSG101 blk 1%, a7 integrin act -9%, A-T KAP1 phos -23%, TRPV1 agonist inconclusive, ELG1 repair inh -11%, TCR activator -7%, B2AR arrestin 0.6% and BRCA1 expr up 7%.
Screening CCCc1nc2sc3c(c2c(=O)[nH]1)CCCC3 returned p53 reactivation -2%, CXXC DNA block 7%, PTAP TSG101 blk 0%, a7 integrin act 8%, A-T KAP1 phos 3%, TRPV1 agonist 2, ELG1 repair inh 8%, TCR activator 3%, B2AR arrestin -0.3% and BRCA1 expr up -6%.
For Cc1cccc(NC(=S)N2CCC(C(=O)c3ccc(F)cc3)CC2)c1C the results were p53 reactivation -2%, CXXC DNA block -1%, PTAP TSG101 blk -14%, a7 integrin act 9%, A-T KAP1 phos 2%, TRPV1 agonist 2, ELG1 repair inh -3%, TCR activator 5%, B2AR arrestin 0.0% and BRCA1 expr up 17%.
For CC(=O)NC(Cc1ccc(F)c(F)c1)C(=O)NC1CCN(S(=O)(=O)c2ccc(C)cc2)CC1 (configuration not stated) the results were p53 reactivation 23%, CXXC DNA block -1%, PTAP TSG101 blk -2%, a7 integrin act 0%, A-T KAP1 phos 1%, TRPV1 agonist -2, ELG1 repair inh 11%, TCR activator 1%, B2AR arrestin -0.1% and BRCA1 expr up -20%.
For C#CCNC(=O)C1=C[C@H](c2ccc(C(F)(F)F)cc2)[C@@H](CCCO)[C@H](OCC)O1 the results were p53 reactivation -5%, CXXC DNA block -5%, PTAP TSG101 blk -3%, a7 integrin act -7%, A-T KAP1 phos -17%, TRPV1 agonist -4, ELG1 repair inh -22%, TCR activator 4%, B2AR arrestin 0.1% and BRCA1 expr up 0%.
For COC(=O)c1c(C(=O)OC)c2n(c1C)CCS2 the results were p53 reactivation 2%, CXXC DNA block -3%, PTAP TSG101 blk -9%, a7 integrin act inconclusive, A-T KAP1 phos 2%, TRPV1 agonist -1, ELG1 repair inh 9%, TCR activator -1%, B2AR arrestin 3.6% and BRCA1 expr up -1%.
`COc1ccc(OCC(=O)NNC(=O)c2c(-c3ccccc3Cl)noc2C)cc1` gave p53 reactivation 2%, CXXC DNA block -1%, PTAP TSG101 blk -3%, a7 integrin act 7%, A-T KAP1 phos 4%, TRPV1 agonist 1, ELG1 repair inh -3%, TCR activator -100%, B2AR arrestin -0.7% and BRCA1 expr up 1%.
For COc1ccc(OC)c(N2CC(O)(c3cccs3)[N+]3=C2SCCC3)c1 (configuration not stated) the results were p53 reactivation -2%, CXXC DNA block -7%, PTAP TSG101 blk -1%, a7 integrin act -31%, A-T KAP1 phos 0%, TRPV1 agonist 14, ELG1 repair inh 1%, TCR activator -6%, B2AR arrestin 0.2% and BRCA1 expr up 2%.
Screening COc1cc(Br)cc(C=Nc2cccc(C(F)(F)F)c2)c1O returned p53 reactivation inconclusive, CXXC DNA block 9%, PTAP TSG101 blk 0%, a7 integrin act -13%, A-T KAP1 phos -3%, TRPV1 agonist 3, ELG1 repair inh 16%, TCR activator 10%[46.1 µM], B2AR arrestin -0.7% and BRCA1 expr up -70%.
`Cc1ccc(NC(=O)N2CCC(NC(=O)C(C)(C)C)CC2)cc1` gave p53 reactivation -4%, CXXC DNA block 7%, PTAP TSG101 blk -10%, a7 integrin act 4%, A-T KAP1 phos 0%, TRPV1 agonist 5, ELG1 repair inh 8%, TCR activator 3%, B2AR arrestin -0.3% and BRCA1 expr up -14%.

Screening results: PubChem BioAssay, National Center for Advancing Translational Sciences (NCATS)
